# Screening results from PubChem BioAssay.
# STK33 inh = inhibitors of human STK33 kinase; purified STK33, MBP phosphorylation, ADP-Glo luminescence; hit rate 0.073% among 320,000; Q9BYT3; inhibition, % at 10 µM;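 active = inhibition at or above 25%, using the most active replicate where run in duplicate; inactive = inhibition below 25%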
# Target sequence (Q9BYT3 whole entry, looked up): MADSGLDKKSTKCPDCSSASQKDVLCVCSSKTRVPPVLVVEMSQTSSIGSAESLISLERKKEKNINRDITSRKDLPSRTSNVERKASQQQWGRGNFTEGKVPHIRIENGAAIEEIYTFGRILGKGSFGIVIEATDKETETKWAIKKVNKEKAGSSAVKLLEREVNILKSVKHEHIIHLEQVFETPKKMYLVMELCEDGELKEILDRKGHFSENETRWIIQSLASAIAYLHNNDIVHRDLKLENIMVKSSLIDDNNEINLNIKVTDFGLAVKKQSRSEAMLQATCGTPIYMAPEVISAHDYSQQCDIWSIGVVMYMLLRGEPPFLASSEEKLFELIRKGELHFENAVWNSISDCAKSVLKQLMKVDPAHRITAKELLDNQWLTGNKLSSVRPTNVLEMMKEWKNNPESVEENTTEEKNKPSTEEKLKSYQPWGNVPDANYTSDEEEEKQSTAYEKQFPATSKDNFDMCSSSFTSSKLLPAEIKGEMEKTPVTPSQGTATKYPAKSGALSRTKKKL
# OX1R antag = antagonists of human orexin 1 receptor (OX1R) | O43613 | AID 485270 | inhibition, % at 6.6 µM | hit rate 1.8% among 330,000 | OX1R-expressing cells, FRET antagonist read-out; in the data active = inhibition mostly above about 38%, no sharp cut-off; inactive = mostly below about 40%;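 note: 0% = agonist challenge alone and 100% = reference antagonist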
# Target sequence (O43613 whole entry, looked up): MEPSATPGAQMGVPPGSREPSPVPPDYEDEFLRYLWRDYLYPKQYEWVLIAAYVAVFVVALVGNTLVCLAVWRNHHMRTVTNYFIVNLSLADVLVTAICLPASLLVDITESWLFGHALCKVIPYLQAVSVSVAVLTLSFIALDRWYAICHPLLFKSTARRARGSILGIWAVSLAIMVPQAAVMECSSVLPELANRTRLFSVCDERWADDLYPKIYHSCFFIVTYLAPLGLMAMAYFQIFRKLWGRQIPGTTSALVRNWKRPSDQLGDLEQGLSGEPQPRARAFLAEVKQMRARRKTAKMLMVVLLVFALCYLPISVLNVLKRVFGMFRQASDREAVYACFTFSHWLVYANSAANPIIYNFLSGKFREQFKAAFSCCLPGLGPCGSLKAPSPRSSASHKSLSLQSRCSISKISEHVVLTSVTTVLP
# * = called active by the depositor; · = not tested or not shown.
# The opening 16 entries, to show the layout:
SMILES,STK33 inh,OX1R antag
O=C(CC1Sc2ccccc2NC1=O)NNC(=O)Nc1ccc(Cl)cc1 (configuration not stated),-0.4,13
CC(C)OC(=O)c1nnc(Cc2ccc(F)cc2)o1,-0.6,6
COc1ccc(Cc2nc(-c3cccc(C)c3)no2)cc1,-0.7,5
O=C(CSc1cccc2cccnc12)OCC(=O)c1ccc(Br)cc1,0.3,34
Cc1ccc(N=Nc2c(O)[nH]c3ccc(F)cc23)cc1,2.1,3
O=C(c1ccccc1Cl)N1N=C(c2ccc(Br)cc2)CC1c1nc2ccccc2[nH]1 (configuration not stated),-3.4,8
CCn1c(=N)c(S(=O)(=O)c2ccccc2)cc2c(=O)n3ccccc3nc21,0.5,7
C/C(CCc1ccccc1)=N\NC(=O)c1ccc(CN2CCOCC2)cc1,-0.4,11
CC(C)(C)OC(=O)N1CCC(CC2CC(c3ccncc3)=NO2)(C(=O)O)CC1 (configuration not stated),-1.1,14
O=C(NC1(C(F)(F)F)N=C(c2ccccc2)NC1=O)c1ccccc1 (configuration not stated),-0.2,7
CC1CC(C)CN(C(=O)c2ccc3ncsc3c2)C1 (configuration not stated),-2.1,-1
COCCNC(=O)C(=O)N/N=C(\C)CC(=O)Nc1ccc(Cl)cc1Cl,-1.2,8
COc1ccc(N2CC(C(=O)OCC(=O)c3ccc(C)cc3)CC2=O)cc1 (configuration not stated),-1.4,8
Cc1sc2ncnc(SCC(=O)c3cccs3)c2c1C,-2.2,18
CCC1C(=O)CC(c2ccco2)NC1c1ccco1 (configuration not stated),-1.1,26
O=C(OCC(=O)N1CCCCCC1)c1cnc(Cl)c(Cl)c1,·,6

# All compounds of this part, previewed entries included:
SMILES,STK33 inh,OX1R antag
O=C(CC1Sc2ccccc2NC1=O)NNC(=O)Nc1ccc(Cl)cc1 (configuration not stated),-0.4,13
CC(C)OC(=O)c1nnc(Cc2ccc(F)cc2)o1,-0.6,6
COc1ccc(Cc2nc(-c3cccc(C)c3)no2)cc1,-0.7,5
O=C(CSc1cccc2cccnc12)OCC(=O)c1ccc(Br)cc1,0.3,34
Cc1ccc(N=Nc2c(O)[nH]c3ccc(F)cc23)cc1,2.1,3
O=C(c1ccccc1Cl)N1N=C(c2ccc(Br)cc2)CC1c1nc2ccccc2[nH]1 (configuration not stated),-3.4,8
CCn1c(=N)c(S(=O)(=O)c2ccccc2)cc2c(=O)n3ccccc3nc21,0.5,7
C/C(CCc1ccccc1)=N\NC(=O)c1ccc(CN2CCOCC2)cc1,-0.4,11
CC(C)(C)OC(=O)N1CCC(CC2CC(c3ccncc3)=NO2)(C(=O)O)CC1 (configuration not stated),-1.1,14
O=C(NC1(C(F)(F)F)N=C(c2ccccc2)NC1=O)c1ccccc1 (configuration not stated),-0.2,7
CC1CC(C)CN(C(=O)c2ccc3ncsc3c2)C1 (configuration not stated),-2.1,-1
COCCNC(=O)C(=O)N/N=C(\C)CC(=O)Nc1ccc(Cl)cc1Cl,-1.2,8
COc1ccc(N2CC(C(=O)OCC(=O)c3ccc(C)cc3)CC2=O)cc1 (configuration not stated),-1.4,8
Cc1sc2ncnc(SCC(=O)c3cccs3)c2c1C,-2.2,18
CCC1C(=O)CC(c2ccco2)NC1c1ccco1 (configuration not stated),-1.1,26
O=C(OCC(=O)N1CCCCCC1)c1cnc(Cl)c(Cl)c1,·,6
COc1ccc(S(=O)(=O)Nc2c(C(=O)O)[nH]c3ccc(OC)cc23)cc1,3.6,17
CCN(CC)C(=O)c1cc2sc3ccccc3c2s1,-1.4,40
Cn1c(=O)c2c(O)c([N+](=O)[O-])c(=O)n(C)c2n(C)c1=O,1.5,16
O=C(NCC1CCCN1S(=O)(=O)c1cccs1)c1cccc([N+](=O)[O-])c1 (configuration not stated),-1.1,55*
Cc1ccc(CNC(=O)C2CCC(=O)N(CCc3cccc(F)c3)C2)cc1 (configuration not stated),-0.9,11
COc1ccccc1C1CC(c2ccc(NS(C)(=O)=O)cc2)=NN1S(=O)(=O)c1ccccc1 (configuration not stated),-0.6,6
CCOC(=O)CSc1nc(-c2ccccc2)cc(C(F)(F)F)n1,0.3,28
COCCNC(=O)COC(=O)/C=C/c1cnc2ccccc2n1,0.0,48*
CCC(CO)Oc1cc(NCc2ccccn2)c2ncn(C(C)C)c2c1 (configuration not stated),3.0,10
CCOC(=O)c1c(-c2ccccc2)csc1NC(=O)c1ccc(S(=O)(=O)N2CC(C)OC(C)C2)cc1 (configuration not stated),-0.5,0
CN(CCOC(=O)c1ccccc1)Cc1ccccc1,-0.8,10
CC(=O)c1ccc(-c2nnc(CCC(=O)N(C)Cc3cccc4cnccc34)o2)s1,-0.8,35*
CC(=O)N(C)c1ccc(NC(=O)N2CCOCC2)cc1,-1.0,5
CC(C)COc1cccc(C(=O)NC(=S)Nc2cccc(NC(=O)c3ccccc3Cl)c2)c1,-1.2,4
CC(C)(CO)NC(=O)CCCOc1ccc(Cl)cc1Cl,-1.8,9
COC(=O)CCC(=O)Nc1cccc([N+](=O)[O-])c1,-0.5,30
Cc1c(C(=O)NNC(=O)c2cccnc2)cccc1[N+](=O)[O-],-0.4,6
CCCOc1ccc(C(=O)Nc2ccc(S(=O)(=O)N3C[C@@H]4C[C@@H](C3)c3cccc(=O)n3C4)cc2)cc1,0.1,17
CCc1ccc(S(=O)(=O)Nc2ccc(-c3ccc4nncn4n3)cc2)s1,0.3,14
CCc1nn(C(C)C(=O)NCCc2ccc(OC)c(OC)c2)c(=O)c2cc3occc3n12 (configuration not stated),-1.0,8
CN(C)S(=O)(=O)N1CCC(CO)(Cc2cccc(C(F)(F)F)c2)CC1,0.6,26
O=C(NC(n1ccc(=O)[nH]c1=O)C(Cl)(Cl)Cl)C12CC3CC(CC(C3)C1)C2 (configuration not stated),-1.6,9
O=C1c2ccccc2C(=O)N1CNc1ccccc1,1.2,2
COc1ccc(N/C(=N\c2nc(C)cc(C)n2)NC(C)=O)cc1OC,-0.5,7
COc1cc(C(CC(=O)N2CCCC2)c2c(OC)cc(OC)c3c(-c4ccccc4)cc(=O)oc23)cc(OC)c1OC (configuration not stated),-0.6,15
Cc1ccc(C)c(CSCC(=O)NCc2cccs2)c1,-0.9,31
Cn1cc(CCC(=O)N2CCCC(C(=O)c3cccc4ccccc34)C2)cn1 (configuration not stated),0.0,12
CCC(Sc1nc2n[nH]c(C)c2c(=N)n1-c1cccc(Cl)c1)C(=O)NCCOC (configuration not stated),0.0,34
CC(NC(=O)COC(=O)C12CC3CC(CC(O)(C3)C1)C2)c1ccccc1 (configuration not stated),6.2,13
O=c1c(-c2n[nH]c(=S)o2)cccn1Cc1ccccc1,-0.9,32
O=C(Cn1cnc2ccccc2c1=O)NCCC(=O)Nc1ccc2c(c1)OCCO2,-0.6,8
CCOC(=O)c1c(-c2ccc(-c3ccccc3)cc2)csc1NC(=O)C1C2CCC(O2)C1C(=O)O (configuration not stated),-1.3,31
Cc1ccc(NC(=O)CSc2nc3ccccc3c(=O)n2CCCC(=O)N2CCCC2)cc1,-0.2,4
O=C(Cc1ccc([N+](=O)[O-])cc1)N/N=C/c1ccccc1F,-0.3,-5
Cc1ccc(C(=O)Cc2nnc(C)s2)cc1,-3.1,17
COc1ccc(NC(=O)CN(C)C(=O)c2cc3c(cc2Cl)N2CCCCCC2=NS3(=O)=O)cc1,-2.1,9
COc1ccc(NC(=O)CSc2nc3sc(C)cc3c(=O)n2C)cc1,-2.5,12
CC(C)C(=O)Nc1nnc(S(=O)(=O)N2CCc3ccccc32)s1,-0.1,19
NC1=NC(=O)CC(C(=O)NCCc2ccccc2)S1 (configuration not stated),-0.1,8
CCOC(=O)CSc1nc2cc(C(F)(F)F)cnc2n1C,-1.9,3
O=C(c1ccc2ccccc2c1)N1CCN(S(=O)(=O)/C=C/c2ccccc2)CC1,1.6,15
O=C(CCCCC(=O)NNC(=O)COc1ccccc1)NNC(=O)COc1ccccc1,-2.3,13
O=C(O)c1cncc(C#Cc2ccccc2)c1,0.0,-10
CCN(CC(=O)Nc1c(F)cccc1F)C(=O)c1cccc(S(=O)(=O)N2CCCCCC2)c1,-0.1,13

# Continuation:
SMILES,STK33 inh,OX1R antag
COc1ccc(-c2nn(-c3ccccc3)cc2N)cc1,-0.4,11
Cc1nc2nc(SCC(=O)N3CCOCC3)nn2c(C)c1Cc1c(F)cccc1Cl,0.8,9
O=C(Cn1cnc2ccccc2c1=O)NC1CCS(=O)(=O)C1 (configuration not stated),-1.8,11
CN1C(=O)/C(=C2\SC(N)=NC2=O)c2ccccc21,-0.6,57
Nc1nc(SCC(=O)N2CCCC2)[nH]c(=O)c1-c1ccccc1,-2.1,16
Cn1c(CNC(=O)c2ccc(Cl)cc2)nnc1SCC(=O)NC1CCCC1,-0.8,12
Nc1nc2nc[nH]c2c(=O)[nH]1,0.0,10
Cc1ccc(NC(=O)c2ccccc2)s1,-0.1,12
Cc1ccc(NS(=O)(=O)c2ccc3c(c2)C(=O)c2ccccc2C3=O)c(C)c1,-3.1,6
O=Cc1ccc2ccc3cccnc3c2n1,-0.1,13
COc1cc(/C=N/NC(=O)CCc2n[nH]c(=O)[nH]c2=O)cc(OC)c1OC,0.7,13
Cc1cc2cc(CN3C(=O)c4ccccc4C3=O)ccc2[nH]1,-0.4,8
O=C(N/N=C/c1c(O)ccc2ccccc12)c1cccnc1,6.9,16
CC(/C=C/c1cccs1)=C\C(=O)O,0.1,19
COc1ccc(Cl)cc1NC(=O)c1cc(-c2ccccc2O)n[nH]1,-1.1,30
CCCC1(CCC)C(=O)NC(=NCCc2ccc(OC)c(OC)c2)NC1=O,-0.2,11
O=C1c2ccccc2NC(c2cnc3ccccc3n2)N1O (configuration not stated),1.2,20
COc1nc(C)nc(NC(=O)NS(=O)(=O)c2ccc(C)cc2)n1,0.2,5
COc1ccc(NC(=O)c2nn(C)cc2[N+](=O)[O-])cc1,0.1,18
CCOC(=O)c1ccc(NC(=O)CN(Cc2ccc(Cl)cc2)S(C)(=O)=O)cc1,0.0,12
Cc1ccc(CNC(=O)C(NS(=O)(=O)c2cccs2)C(C)C)cc1 (configuration not stated),-0.3,33
COc1cccc(NC(=O)c2cc(-c3ccncc3)nc3c(C)cc(C)cc23)c1,-1.3,3
COc1ccccc1CCNC(=O)CSc1nnc2ccc(-c3cccnc3)nn12,-2.3,34
CNC(=S)N1N=C(c2ccc(C)cc2)CC1c1ccc(N(C)C)cc1 (configuration not stated),-0.5,18
c1ccc(Cn2c(-c3ccccc3)nc3nc4ccccc4nc32)cc1,0.6,12
CC(Sc1ccc2c(c1)OCCO2)C(=O)Nc1ncc(Cl)cc1Cl (configuration not stated),-0.2,25
Cn1c2ccccc2c(=O)c2c(=O)n(Cc3ccccc3)c(-c3ccc(F)cc3)nc21,-1.1,12
Cn1c(=O)c2c(ncn2CC(=O)N/N=C/C(Br)=C/c2ccccc2)n(C)c1=O,-0.3,15
COc1ccc(/C(O)=C2/C(=O)C(=O)N(CCCN3CCOCC3)C2c2ccc(N(C)C)cc2)cc1 (configuration not stated),-2.0,2
Cc1ccc(CN2CC(C(=O)O)CC2=O)cc1 (configuration not stated),-0.9,3
CC(=O)Nc1cccc(-c2nc3ccccc3[nH]2)c1,1.0,14
COc1ccc(S(=O)(=O)Nc2ccccc2C(=O)NCc2ccco2)cc1,0.0,16
Cc1cc2n(n1)SC(Nc1ccccc1)N2 (configuration not stated),-0.9,29
COc1ccc(Br)cc1CN1CCN(C(=O)c2cccc(F)c2)CC1,-1.0,11
CC(C)(C)c1ccc(C(=O)NC(=S)N2CCCC2)cc1,0.7,25
CC1(CCCN2C(=O)c3ccccc3C2=O)OCCO1,-2.1,4
CCn1nc(C)c(Br)c1-c1nc(-c2ccc(C)cc2)no1,-1.0,15
CS(=O)(=O)c1ccc2nc(NC(=O)C3CC3)sc2c1,5.1,22
CC1(C)CC(=O)C2=C(C1)N(Cc1ccco1)C(=O)NC2(C(F)(F)F)C(F)(F)F,0.7,15
Cc1ccc(NC(=O)CN(C)C(=O)c2ccc(Sc3nncn3C)c([N+](=O)[O-])c2)cc1,-0.9,14
S=C(NCc1ccccc1)NC1CCCCC1,-0.4,-5
COc1ccc(C(=O)Nc2ccccc2-c2ccccc2)cc1Cl,0.2,40
COc1ccc(C)cc1NC(=O)CN1C(=O)COc2ccc(S(=O)(=O)N3CCOCC3)cc21,-1.8,3
CCOC(=O)c1c(C)[nH]c(-c2csc(C)n2)c1C,-2.5,46
Cc1ccc(-n2nc3c(c2NC(=O)c2ccco2)CS(=O)(=O)C3)cc1,1.6,56
COc1ccc(Cl)cc1S(=O)(=O)Nc1ccncc1,-1.1,13
Cc1noc(C)c1CN(C(=S)NC1CC2CCC1C2)c1ccccc1 (configuration not stated),-0.1,20
O=C(Nc1cc([N+](=O)[O-])ccc1Cl)C1CC1,-1.0,52
Cc1ccc2cccc(SCC(=O)NCc3ccco3)c2n1,-1.0,5
CN1C(=O)/C(=C/c2ccc(OCc3cccc(F)c3)cc2)NC1=S,-4.1,9
Cc1cc(C(=O)NNC(=O)c2ccc(S(=O)(=O)N(C)C)cc2)c(C)o1,-1.9,8
O=S(=O)(c1ccccc1)c1nc(-c2ccc(F)cc2)oc1N1CCOCC1,-0.3,9
COc1ccccc1NC(=O)CSCc1ccc([N+](=O)[O-])cc1,0.4,16
COc1ccccc1OCCSc1nc2ccccc2c(=O)[nH]1,-0.9,46
O=C(Nc1cc(C(F)(F)F)ccc1F)C1CCCC1,-0.2,2
O=C(Nc1ccc(C(=O)O)cc1)/C(=C\C=C\c1ccccc1)NC(=O)c1cccc(Br)c1,-0.4,11
O=[N+]([O-])c1ccc(NCCCN2CCOCC2)c([N+](=O)[O-])c1,-0.2,171*
COc1cc(CC(=O)N(CC(C)C)C2CCS(=O)(=O)C2)cc(OC)c1OC (configuration not stated),-3.3,13
